# HIF-2a block = HIF-2a reporter inhibitors, primary screen, luminescence, 786-0 RCC cells. 786-0 RCC cells HIF-2a reporter, luciferase luminescence, overnight. inhibition, % at 18.8 µM. 360,000 tested, 0.72% active;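 active = inhibition of the luminescence signal of 40% or more relative to plate controls, in a single-dose primary screen at 18.75 µM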
# Shn3 inh set2 = reduction of Shn3 3'UTR firefly luciferase signal, primary screen, Schnurri-3 inhibitor project, cell-based, Clone20 osteoblasts, set 2 | 360,000 tested, 0.52% active | inhibition, % at 12.5 µM | Clone20 osteoblast Shn3 3'UTR firefly luciferase, 24 h;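 active = mean inhibition of at least 75% with every replicate also reaching 75%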;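 also: 0% = median of neutral control wells and 100% = pilot-screen positive control compound; some compounds past the cut are filed as inactive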
# EBV LMP1 NFkB = EBV LMP1-driven NF-kappaB luciferase reporter inhibitors, primary screen, cell-based, luminescence, single point. inhibition, % at 12.5 µM. LMP1-induced NF-kappaB luciferase reporter cells. 350,000 tested, 0.69% active; in the data active = inhibition above about 41%;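 also: 0% = neutral control wells and 100% = reference inhibitor control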
# hiPSC survival = enhancers of single-cell hiPSC survival, primary screen, ATPlite luminescence; AID 602274, 2012; survival enhancement, % at 20 µM; 360,000 tested, 0.044% active; 100% = ROCK inhibitor wells, 0% = DMSO; in the data active = survival enhancement above about 18%;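 also: cells exposed to compounds for 16 hours before the ATP read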
# MITF TRPM1 inh = inhibitors of MITF-dependent TRPM1 promoter reporter, primary screen, cell-based, SK-MEL-5, single point, luciferase. SK-MEL-5 TRPM1 promoter luciferase, 24 h. inhibition, % at 12.5 µM. 330,000 tested, 0.83% active. AID 488899, 2010;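 active = mean inhibition across replicates of 60% or more, whatever share of single replicates reaches that level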; also: values of inactives mirror those of a sister screen read the other way
# NR2E3 ag-1 = inhibitors of NR2E3-RetCOR corepressor binding, primary screen, NR2E3 agonist project, biochemical, TR-FRET, GST-NR2E3, biotin-RetCOR; 320,000 tested, 0.12% active; Photoreceptor-specific nuclear receptor (Homo sapiens), Q9Y5X4; inhibition of corepressor binding, % at 4.78 µM; 1536-well; AID 2300, 2010;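 active = percent inhibition above the cutoff of mean plus 3 SD of all tested compounds, set per screening campaign, cut at about 20% in these data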;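 also: 0% = DMSO wells and 100% = biotin wells as full block of FRET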
# Target sequence (Q9Y5X4 whole entry, looked up): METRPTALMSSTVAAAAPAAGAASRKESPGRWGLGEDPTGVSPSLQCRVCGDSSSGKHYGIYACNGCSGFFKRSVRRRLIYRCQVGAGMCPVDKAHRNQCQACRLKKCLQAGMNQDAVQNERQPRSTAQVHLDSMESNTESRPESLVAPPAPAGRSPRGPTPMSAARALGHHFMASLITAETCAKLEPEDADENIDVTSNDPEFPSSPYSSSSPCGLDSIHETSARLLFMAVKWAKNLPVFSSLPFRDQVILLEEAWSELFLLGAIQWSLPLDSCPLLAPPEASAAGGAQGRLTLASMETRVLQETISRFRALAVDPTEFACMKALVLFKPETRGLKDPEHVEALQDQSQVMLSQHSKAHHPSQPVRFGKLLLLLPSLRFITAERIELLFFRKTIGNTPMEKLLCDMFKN
#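 System: GST-tagged NR2E3 plus biotinylated RetCOR corepressor; Amount: 1.35 nM GST-tagged NR2E3 final; Dosing: single nominal compound dose of 4.8 µM; Schedule: 5 h incubation at 4 °C; Technique: TR-FRET with europium anti-GST and streptavidin-D2, 340 nm excitation; Controls: biotin wells as high control, 0.6% DMSO wells as low control.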
# CF NFkB block = inhibitors of PAF-induced NF-kB signaling, primary screen, cell-based, GFP fluorescence, uHTS. KKLEB NF-kB-GFP reporter, GFP fluorescence overnight. inhibition, % at 5 µM. 360,000 tested, 0.86% active. AID 588850, 2011;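 active = at least 50% inhibition at 5 µM, scaled per plate between neutral and stimulator controls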;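 also: PAF is a Pseudomonas aeruginosa culture filtrate used as stimulus; plate controls were PAF-stimulated DMSO wells for no effect and unstimulated DMSO wells for full effect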
# NR2E3 ag-2 = NR2E3 agonists in two-hybrid cells, primary screen, cell-based, luminescence, CHO-S, Gal4-NCOR/VP16-NR2E3; 360,000 tested, 0.35% active; AID 602229, 2012; Photoreceptor-specific nuclear receptor (Homo sapiens), Q9Y5X4; inhibition of corepressor binding, % at 3.98 µM; luciferase;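 active = inhibition above the mean of all tested compounds plus 3 SD, cut at about 70% in these data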;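 also: 0% = DMSO with NR2E3 transfected cells and 100% = cells lacking NR2E3 construct; higher means lower luciferase signal from less NR2E3 corepressor binding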
# Peg3 prom inh = Peg3 promoter-driven luciferase inhibitors, primary screen, cell-based, HeLa, luciferase luminescence; HeLa PEG-Prom luciferase reporter, overnight; inhibition, % at 20 µM; 360,000 tested, 1.7% active;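 active = inhibition of at least 50% at 20 µM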
# KKLEB cytotox = cytotoxicity in KKLEB CF airway cells, primary screen, cytotoxicity control for CF NF-kB inhibitor project, cell-based, uHTS, fluorescence assay plates; KKLEB CF airway cells viability, ATPlite luminescence, overnight; hits give low values; cells stimulated with P. aeruginosa culture filtrate; activity change (cytotoxicity), % at 5 µM; 360,000 tested, 0.36% active; AID 602141, 2011;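 active = corrected activity change at or below -50% at 5 µM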
# TRAIL sens C8 = viability loss with TRAIL in NB7+C8 cells, primary screen, TRAIL sensitizer project, cell-based, ATPlite luminescence | AID 624354, 2012 | 360,000 tested, 1% active | inhibition (viability loss, TRAIL sensitization), % at 10 µM;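 active = compounds causing at least 50% loss of cell viability in the single-dose screen, relative to plate controls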
# Numbers without * were called inactive; · = no result given.
# Below each SMILES – HIF-2a block	Shn3 inh set2	EBV LMP1 NFkB	hiPSC survival	MITF TRPM1 inh	NR2E3 ag-1	CF NFkB block	NR2E3 ag-2	Peg3 prom inh	KKLEB cytotox	TRAIL sens C8
1	COc1ccc(-c2nc3cc(C)ccn3c2NCc2ccc3c(c2)OCO3)cc1
    -114	-21	-4	-0.2	-34	6	-12	-66	-106	7	3
2	CCOc1cc(/C=N/n2cnnc2)ccc1OC(=O)c1cccc([N+](=O)[O-])c1
    18	-16	-2	3.7	12	-5	21	-12	38	-4	-3
3	CCC(=O)c1ccc(OCC(O)CN(CCc2ccccc2)Cc2ccccc2)cc1 (configuration not stated)
    26	53	4	-1.3	15	1	-14	9	36	-3	-12
4	CCC(CC)NC(=O)/C=C/c1ccccc1Cl
    -140	-23	-10	-0.1	-15	3	0	-58	-92	2	12
5	c1ccc(CN2CCN(c3cnc4ccccc4n3)CC2)cc1
    -242	-61	-14	-0.3	-59	-1	-29	-53	-225	13	-13
6	Cc1ccc(S(=O)(=O)Nc2ccc(Oc3cccnc3)nc2)cc1
    15	20	13	-0.5	-1	0	0	-13	9	-11	0
7	Cc1nc(C(F)(F)F)ccc1C(=O)N1CCC1(C)C(=O)NS(=O)(=O)c1cccc(F)c1 (configuration not stated)
    8	-6	·	-2.2	·	·	21	-12	2	-10	-17
8	COC(=O)Cc1[nH]n(-c2nc3ccccc3s2)c(=O)c1C(C)=O
    -49	-8	0	-1.2	-9	0	0	-34	-7	0	10
9	COCc1ccc(C(=O)N(C)CC2CCCN(CCc3ccc(OC)cc3)C2)o1 (configuration not stated)
    -249	-90	-25	-0.6	-60	-4	-7	-58	-227	14	-13
10	Cc1cccc(NC(=O)c2cc(N3CCOCC3)nc3ccccc23)c1
    0	2	-22	-0.9	7	1	-36	-3	7	-2	14
11	COc1cc(C)c(CN2CCN(C(C)C(=O)NC(C)c3ccccc3)CC2)cc1OC (configuration not stated)
    12	10	8	-0.6	3	2	11	-9	-7	-8	7
12	Nc1ncnc2c1ccn2[C@H]1CN(Cc2ccc(Cl)cc2)C[C@@H](CO)O1
    -1	23	·	0.3	·	·	-1	-7	7	2	-3
13	COc1ccc2cc(-c3ccccc3)ncc2c1
    -187	-49	-16	-3.3	-36	-1	-42	-140	-308	-23	62*
14	CN1CCc2nc3sc(C(=O)C45CC6CC(CC(C6)C4)C5)c(N)c3cc2C1
    4	-15	-6	6.9	-4	-2	16	-17	-7	-6	13
15	CC1Cc2cc(S(=O)(=O)N3CCC(C(=O)N4CCN(c5ccccc5F)CC4)CC3)ccc2N1C(=O)C1CC1 (configuration not stated)
    14	81	·	-0.2	16	0	5	74*	32	-6	24
16	NC(=O)c1ccccc1NCC(=O)c1ccc(F)cc1
    -22	-13	-7	-0.2	0	-2	5	-76	26	5	-4
17	Cc1ccn(CCC(=O)Nc2ccc3c(c2)OCO3)n1
    -51	-3	-7	-0.2	-16	3	-12	-29	-62	4	16
18	Cc1cccc(NC(=O)CN(CC2CCCO2)C(=O)c2cc(S(=O)(=O)N(C)C)ccc2F)c1C (configuration not stated)
    1	-6	1	-1.6	-5	·	5	-21	0	6	-6
19	O=C(COc1ccc(Br)cc1)c1ccc2c(c1)CCCC2
    -104	27	0	-3.8	-10	4	3	-1	-50	4	1
20	O=C(Nc1ccccc1)N1CCN(c2ccc(F)cc2)CC1
    -27	-13	-2	0.4	-6	2	-4	-15	-19	2	-1

# Single records (already shown):
# `Nc1ncnc2c1ccn2[C@H]1CN(Cc2ccc(Cl)cc2)C[C@@H](CO)O1` across the screens: HIF-2a block = -1; Shn3 inh set2 = 23; EBV LMP1 NFkB = ·; hiPSC survival = 0.3; MITF TRPM1 inh = ·; NR2E3 ag-1 = ·; CF NFkB block = -1; NR2E3 ag-2 = -7; Peg3 prom inh = 7; KKLEB cytotox = 2; TRAIL sens C8 = -3
# `COc1cc(C)c(CN2CCN(C(C)C(=O)NC(C)c3ccccc3)CC2)cc1OC` (configuration not stated) across the screens: HIF-2a block = 12; Shn3 inh set2 = 10; EBV LMP1 NFkB = 8; hiPSC survival = -0.6; MITF TRPM1 inh = 3; NR2E3 ag-1 = 2; CF NFkB block = 11; NR2E3 ag-2 = -9; Peg3 prom inh = -7; KKLEB cytotox = -8; TRAIL sens C8 = 7

# New compounds follow.
# Below each SMILES – HIF-2a block	Shn3 inh set2	EBV LMP1 NFkB	hiPSC survival	MITF TRPM1 inh	NR2E3 ag-1	CF NFkB block	NR2E3 ag-2	Peg3 prom inh	KKLEB cytotox	TRAIL sens C8
21	O=[N+]([O-])c1ccc2nc(NS(=O)(=O)c3ccc(F)cc3)sc2c1
    2	-9	-3	0.8	5	1	-35	5	15	3	-24
22	Cc1ccc([N+](=O)[O-])cc1-c1ccc(/C=N\n2nnnc2N)o1
    3	-5	-39	-3.3	9	-1	-67	-24	5	-7	-6
23	COC(=O)c1ccc(NC(=O)C(=O)NCC2CCCO2)cc1 (configuration not stated)
    -71	-14	-16	-0.4	-7	4	16	-24	-51	-5	-6
24	O=C(Nc1ccc2c(c1)OCCO2)c1ccc(Cl)cc1Cl
    -69	-22	-6	-0.6	-23	3	4	-92	-149	-26	72*
25	CCCc1cc(CCC)n2nc(N)nc2n1
    11	-4	1	2.7	·	·	18	-29	1	-8	-7
26	CS(=O)(=O)N(CC(=O)NCc1ccccn1)Cc1ccc(Cl)cc1
    16	2	4	-1.1	1	1	11	2	11	-2	-12
27	Cn1nc(C(F)(F)F)cc1C(=O)NC1CCCCCC1
    -1	-3	-2	0.3	11	-3	12	-4	7	-16	-4
28	CCOc1ccc(-c2c(C(=O)N/N=C/c3ccc(C)s3)nnn2-c2nonc2N)cc1
    11	5	-9	0.1	7	2	10	10	6	4	21
29	CC(=O)c1cc2c(cc1NC(=O)c1ccc(Cl)cc1)OCCO2
    8	8	-5	0.6	3	-2	8	-24	29	-8	-5
30	Cc1ccc(NC(=O)c2ccc(S(=O)(=O)N3CCOCC3)cc2)c(C)c1
    14	-10	-1	0.1	6	1	-8	11	11	8	4
31	Cc1nn(Cc2ccccc2)c2c1C(c1cccc(Cl)c1)C(C#N)=C(N)O2 (configuration not stated)
    4	-3	7	-2.1	17	3	8	-14	13	4	12
32	NS(=O)(=O)c1ccc(NC(=O)COC(=O)c2cnc(Cl)c(Cl)c2)cc1
    23	-12	2	1.9	11	2	-2	4	15	10	-41
33	CC1=CN(S(=O)(=O)c2ccc(C)cc2)C[C@@H]2[C@H]3CC[C@H](C3)[C@H]12
    1	20	5	0.0	-6	·	17	-10	9	3	0
34	CCN(CC)CCCNC(=O)C(C)Sc1nc(-c2ccccc2)cc(C(F)(F)F)n1 (configuration not stated)
    5	-1	-7	0.8	2	-1	1	16	-3	-5	4
35	CC(OC(=O)CN1C(=O)c2ccccc2C1=O)C(=O)NCc1ccccc1 (configuration not stated)
    9	-2	-1	0.1	2	-1	1	-14	12	3	-14
36	CC(=O)C1=C(C)N(Cc2ccco2)C(=O)C1(NC(=O)C1CCCCC1)C(F)(F)F (configuration not stated)
    6	1	4	-3.0	-1	2	11	2	2	-4	-1
37	COC(=O)c1c(NC(=O)CN2CCCC(C)C2)c2c(C)cccc2n1C (configuration not stated)
    -4	3	6	-1.8	-2	-2	3	8	12	-3	0
38	COc1ccc(CN2CCSCC2)c(C)c1C
    16	8	5	-0.8	4	·	10	-11	-1	3	-3
39	CC(C)(C)C1CCC(OC(=O)CN2CCCCC2)CC1 (configuration not stated)
    -42	-34	-5	1.2	-59	-1	0	8	-70	5	4
40	CC(C)NS(=O)(=O)c1ccc(OCC(=O)Nc2ccc(F)cc2)cc1
    12	0	-2	-0.1	0	4	-11	-15	10	6	7
41	CCN(Cc1ccccc1)C(c1cccs1)c1nnnn1C1CCCCC1 (configuration not stated)
    -2	15	-6	0.4	6	0	6	-8	45	-9	-7
42	O=C1OC(CCl)CN1Cc1c(Cl)cccc1Cl (configuration not stated)
    13	11	3	-0.7	8	-1	-7	-17	13	-10	-17
43	c1ccc(-c2noc(-c3cccs3)n2)nc1
    -42	11	22	-1.7	22	3	-5	-116	-1	-15	40
44	O=C(Nc1cccc(C(F)(F)F)c1)c1cc(-c2ccc(F)cc2)on1
    -37	-14	-11	-1.3	-15	3	-7	-3	-10	5	-8
45	COc1ccc(OCC(O)Cn2c(=N)n(Cc3ccccc3)c3ccccc32)cc1 (configuration not stated)
    3	77	-2	-1.4	30	-2	5	-22	46	-19	10
46	O=C(CSc1nc2ccccc2s1)NCCOc1ccc(Cl)cc1
    -4	-5	2	1.6	8	2	5	1	-5	-14	-6
47	CC1CN(C(NC(=O)C(C)(C)C)C(Cl)(Cl)Cl)CC(C)O1 (configuration not stated)
    7	18	-3	-0.1	-6	-2	8	8	2	-13	-5
48	Cc1ccc(N2C(=O)c3ccc(C(=O)N4CCOCC4)cc3C2=O)cc1C
    25	-5	-10	2.4	7	-1	-20	-3	-225	-5	8
49	O=C(Nc1cc(S(=O)(=O)N2CCOCC2)ccc1O)c1ccc(NS(=O)(=O)c2ccc(Cl)s2)cc1
    25	17	-5	1.2	-2	1	-6	18	1	-6	-2
50	Cc1cnc(C(=O)OCC(=O)NC(C)CCc2ccccc2)cn1 (configuration not stated)
    17	15	-10	-1.1	11	1	7	-11	-3	1	5
51	CCOc1ncccc1C(=O)NCCc1ccc(S(N)(=O)=O)cc1
    6	4	-7	0.1	7	2	12	-22	14	-12	9
52	COc1ccc(S(=O)(=O)N2CCCC(C(=O)NCc3ccccn3)C2)cc1 (configuration not stated)
    9	22	-16	6.0	3	-3	1	-1	13	5	1
53	CC(C)CCC(=O)N1CCOC1=O
    3	7	-1	2.9	0	2	22	-2	0	-2	6
54	CC1(c2nnc(Cc3ccccc3)o2)CC(c2ccc([N+](=O)[O-])cc2)=NO1 (configuration not stated)
    2	0	-3	-0.6	·	4	-8	13	14	-12	-3
55	COC(=O)c1[nH]c2cc(OC)c(OC)cc2c1NC(=O)Oc1ccccc1
    12	-2	-1	1.3	6	-15	-5	-19	-9	-1	-3
56	O=S(=O)(CCN1CCCCC1)CCS(=O)(=O)CCN1CCCCC1
    -8	5	2	1.5	-2	·	10	20	-10	-3	24
57	Cc1cc(Cl)ccc1OCC(=O)OC(C)C(=O)N(C)C (configuration not stated)
    3	-17	0	0.2	8	-2	-3	-15	-10	3	-6
58	CCc1ccccc1C1=CC(=O)C[C@H](c2ccc(OC)cc2)C1
    1	11	-5	6.4	-6	·	28	4	-4	3	-8
59	Cc1c(Cl)cccc1NC(=O)C(=O)NNS(=O)(=O)c1ccc(F)cc1
    -10	0	1	-0.1	0	5	30	23	-9	-5	1

# Some of the compounds tested, so the mix of outcomes need not match the whole.
